HCMV inh = qHTS Assay for inhibitors of the human cytomegalovirus (HCMV) | AID 1259415, 2018 | 410,000 tested, 4.5% active | activity change, negative = inhibition, % at 57.5 µM | HFF cells, HCMV-luciferase reporter, 72 h; hits give low values; in the data active means activity change below about -60%; inconclusive means no clear call, values can overlap the other calls; inactive means above about -39%; further: on the % scale 0 is the no-effect control and ±100 the full control effect
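HFF cells seeded 16 h at 37C, treated with compounds, infected with luciferase-reporter HCMV at MOI 1 PFU/cell; luciferase read at 72 h post infection, normalized to buffer-only and Salinomycin controls.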
AMA1 RON2 block = qHTS for Inhibitors of AMA1-RON; Towards Development of Antimalarial Drug Lead: Primary Screen | Plasmodium falciparum AMA1 (3D7) - RON2 peptide interaction | AlphaScreen AMA1-biotinylated RON2 peptide binding | Potency, µM (series often up to 58.2 µM), without a hit: at the top dose activity change, negative = inhibition, most hits filed as inhibitors | 360,000 tested, 0.2% active;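 further: potency means the concentration at half of the fitted maximal effect; 0% = vehicle wells and -100% = peptide control; nearly all actives have a fitted effect of over 45% in size; some results filed as inactive show a strong effect at the top dose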
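AMA1 (3D7) with his tag at 25 nM final met compounds first, then biotinylated RON2 peptide at 25 nM; detection used donor plus acceptor beads, 10 µg/mL apiece, read by AlphaScreen after 30 min at room temperature.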
AmpC inh no detg = qHTS Inhibitors of AmpC Beta-Lactamase (assay without detergent) | P00811 | AmpC nitrocefin hydrolysis, absorbance 480 nm, 0.0001% Triton | Potency, µM (highest dose often 57.1 µM), without a hit: at the top dose activity change, negative = inhibition, most hits filed as inhibitors | 330,000 tested, 0.52% active | AID 485341, 2010;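 further: potency means the concentration at half of the fitted maximal effect; plate controls were no compound for no effect and no enzyme for full effect; nearly all actives have a fitted effect of over 20% in size; some results filed as inactive show a strong effect at the top dose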
Target sequence (P00811 whole entry, looked up): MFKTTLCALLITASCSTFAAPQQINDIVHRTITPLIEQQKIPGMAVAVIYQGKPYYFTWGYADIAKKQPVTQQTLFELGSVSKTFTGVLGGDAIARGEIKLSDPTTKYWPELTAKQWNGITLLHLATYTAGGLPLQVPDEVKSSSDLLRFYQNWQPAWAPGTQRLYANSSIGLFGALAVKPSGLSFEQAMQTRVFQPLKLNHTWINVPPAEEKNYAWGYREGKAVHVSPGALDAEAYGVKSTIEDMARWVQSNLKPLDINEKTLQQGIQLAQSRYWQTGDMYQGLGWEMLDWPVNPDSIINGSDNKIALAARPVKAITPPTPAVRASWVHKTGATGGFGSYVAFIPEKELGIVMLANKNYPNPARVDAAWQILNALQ
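20 mM phosphate pH 7.0 + 0.01% (detergent screen) or 0.0001% Triton X-100; 5.3 nM AmpC reagent; cpd preinc 15 min RT; nitrocefin (800 uM stock) to start; A480 q20 s × 4 min; Activity was normalised to no-enzyme and no-compound control wells.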
AmpC inh detg = qHTS Inhibitors of AmpC Beta-Lactamase (assay with detergent); P00811; AmpC hydrolysis of nitrocefin, absorbance 480 nm, 0.01% Triton; Potency, µM (highest dose often 114 µM), for the others: at the top dose activity change, negative = inhibition, actives largely listed as inhibitors; 370,000 tested, 0.041% active;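 further: potency means the concentration at half of the fitted maximal effect; 0% = no-compound wells and -100% = no-enzyme wells; nearly all actives have a fitted effect of over 25% in size; some results filed as inactive show a strong effect at the top dose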
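AmpC (5.3 nM in the dispensed reagent) in 20 mM phosphate pH 7.0 with 0.01% (detergent screen) or 0.0001% Triton X-100 was preincubated with compounds for 15 min at room temperature. Nitrocefin was then added from an 800 uM solution, and hydrolysis was followed at 480 nm.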
Shiga inhibitor = A qHTS for Small Molecule Inhibitors of Shiga Toxin | Vero cells, Shiga toxin protein synthesis inhibition reporter | inhibition, % at 38.7 µM | 290,000 tested, 9.2% active; in the data active means inhibition mostly above about 28%, no sharp cut-off; inactive means mostly below about 43%; further: 0% is about no effect
Giardia FBPA inh = qHTS Assay for Inhibitors of Fructose-1,6-bisphosphate Aldolase from Giardia Lamblia. purified Giardia FBPA. Potency, µM (titrated, usually from 59.6 µM), without a hit: top-dose activity, negative = inhibition, usual class: inhibitors. 290,000 tested, 0.71% active; further: potency means the concentration at half of the fitted maximal effect; on the % scale 0 is the no-effect control and ±100 the full control effect; nearly all actives have a fitted effect of over 55% in size
Target sequence (A8B2U2 whole entry, looked up): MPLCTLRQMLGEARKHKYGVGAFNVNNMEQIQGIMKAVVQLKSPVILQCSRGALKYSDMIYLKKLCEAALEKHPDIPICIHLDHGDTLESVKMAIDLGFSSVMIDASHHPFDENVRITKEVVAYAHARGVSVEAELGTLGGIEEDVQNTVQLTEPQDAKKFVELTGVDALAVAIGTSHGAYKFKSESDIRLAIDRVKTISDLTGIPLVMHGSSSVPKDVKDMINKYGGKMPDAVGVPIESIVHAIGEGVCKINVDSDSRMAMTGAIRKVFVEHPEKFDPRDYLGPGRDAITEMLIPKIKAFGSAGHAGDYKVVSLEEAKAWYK
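Giardia FBPA (40 nM reagent) was preincubated 10 min at RT with compound (up to 57.5 uM final), then substrate plus GAPDH/TPI/NAD/arsenate coupling system with diaphorase/resazurin was added; resorufin fluorescence (525/598 nm) was read after 20 min.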
Cycloheximide cs = Cycloheximide Counterscreen for Small Molecule Inhibitors of Shiga Toxin; cell reporter, cycloheximide protein synthesis inhibition counterscreen; max response, %; 300,000 tested, 12% active; in the data active means max response mostly above about 13%, no sharp cut-off; inactive means mostly below about 14%; further: read at 38.3 µM for the half of the compounds with a filed dose; 0% is about no effect
* hit, by the source's call; ? = inconclusive; . = no result given; & = joins results of further samples; [ ] = another dose, or the depositor's remark. Unless noted, the call rests on the fitted dose curve; in most records, active means well fitted curve in the direction sought with a large enough effect; inconclusive means small, poorly fitted or top-dose-only effect, or another doubt; inactive means no such curve, though single readings can be large; an effect the other way counts as inactive or inconclusive.

Field names – A = HCMV inh; B = AMA1 RON2 block; C = AmpC inh no detg; D = AmpC inh detg; E = Shiga inhibitor; F = Giardia FBPA inh; G = Cycloheximide cs
canonical_smiles: N#Cc1c(SCC(=O)Nc2cccc(F)c2)sc2c(O)cc(=O)[nH]c12
  A: 32.2; B: -24.5%; C: -47.4%; D: 5.1%; E: 8.3; F: -13.6%; G: -6.6
canonical_smiles: COC(=O)c1ccc(CNC(=O)CSC2=NCCS2)cc1
  A: -21.5; B: 9.2%; C: -21.7%; D: -1.0%; E: 22.2; F: 5.7%; G: 11.3
canonical_smiles: C[C@H](CO)N1C[C@H](C)[C@@H](CN(C)S(=O)(=O)c2ccccc2)Oc2ccc(NC(=O)NC3CCCCC3)cc2C1=O
  A: -24.8; B: -3.7%; C: 180.7%[activator]; D: .; E: .; F: .; G: .
canonical_smiles: COc1cc(OC)cc(C(=O)NC(=S)Nc2ccc(Cl)c(C(=O)O)c2)c1
  A: 21.1; B: 18.8%; C: -20.9%; D: 0.2%; E: -4.1; F: -17.7%; G: -3.9
canonical_smiles: NCCNC(=O)c1c(NC(=O)c2ccccc2)sc2c1CCCC2
  A: 74.9; B: 22.5%; C: -7.1%; D: -8.6%; E: 45.9; F: -9.3%; G: 23.8*
canonical_smiles: c1ccc(-c2nc(NCc3ccco3)c3ccccc3n2)nc1
  A: -102.3*; B: -19.3%; C: -6.6%; D: ?; E: -1.1; F: 2.7%; G: 9.3
canonical_smiles: O=[N+]([O-])c1ccccc1N/N=C/c1c[nH]c2ccccc12
  A: 176.2; B: ?; C: ?; D: -13.3%; E: 87.7*; F: -6.8%; G: 67.5*
canonical_smiles: O=C(O)c1ccc(OCCCOc2ccc(C(=O)O)cc2)cc1
  A: -15.7; B: .; C: .; D: .; E: -5.9; F: 24.3%; G: -4.1
canonical_smiles: COCCNC(=O)Cn1cnc2sc(C)c(S(=O)(=O)N3CCC(C)CC3)c2c1=O
  A: 46.5; B: 1.0%; C: 0.6%; D: 1.5%; E: -23.1; F: 1.3%; G: 0.9
canonical_smiles: Cc1ccc(-n2c(SCC(N)=O)nc3c([nH]c4ccccc43)c2=O)cc1
  A: ?; B: -3.8%; C: -19.2%; D: ?; E: -11.6; F: 1.7%; G: -3.0
canonical_smiles: O=C(CCC1CCCC1)NNC(=O)COc1ccc(Br)cc1
  A: -4.8; B: 89.1%[activator]; C: -10.2%; D: .; E: .; F: .; G: .
canonical_smiles: CC(C)C(=O)Nc1nnc(S(=O)(=O)N2c3ccccc3CC2C)s1 (stereo unspecified)
  A: -28.4&-31.8; B: 4.1%; C: -15.4%; D: -4.7%&23.6%; E: -4.9; F: -4.8%; G: -0.3
canonical_smiles: O=C(CN1CC(=O)Nc2ccccc21)NCCc1ccc(Cl)cc1Cl
  A: ?; B: 0.0%; C: -25.8%; D: ?; E: -11.6; F: -0.2%; G: -10.0
canonical_smiles: Cc1ccc(NC(=O)N2CCC(NC(=O)C(C)(C)C)CC2)cc1
  A: 18.9; B: 14.4%; C: -16.3%; D: 9.1%; E: 10.5; F: 5.0%; G: 16.7*
canonical_smiles: CC(=O)N1CCN=C1SCc1c(F)cccc1Cl
  A: 31.0; B: 24.0%; C: ?; D: ?; E: -4.4; F: -1.5%; G: -2.4

Retrieved by structure from the entries so far, 2 records:
Field names – A = HCMV inh; B = AMA1 RON2 block; C = AmpC inh no detg; D = AmpC inh detg; E = Shiga inhibitor; F = Giardia FBPA inh; G = Cycloheximide cs
canonical_smiles: Cc1ccc(NC(=O)N2CCC(NC(=O)C(C)(C)C)CC2)cc1
  A: 18.9; B: 14.4%; C: -16.3%; D: 9.1%; E: 10.5; F: 5.0%; G: 16.7*
canonical_smiles: O=C(CN1CC(=O)Nc2ccccc21)NCCc1ccc(Cl)cc1Cl
  A: ?; B: 0.0%; C: -25.8%; D: ?; E: -11.6; F: -0.2%; G: -10.0

Some of the entries so far, with values under each structure:
Each structure is followed by: HCMV inh, AMA1 RON2 block, AmpC inh no detg, AmpC inh detg, Shiga inhibitor, Giardia FBPA inh, Cycloheximide cs
- O=C(CN1CC(=O)Nc2ccccc21)NCCc1ccc(Cl)cc1Cl
→ ?, 0.0%, -25.8%, ?, -11.6, -0.2%, -10.0
- Cc1ccc(NC(=O)N2CCC(NC(=O)C(C)(C)C)CC2)cc1
→ 18.9, 14.4%, -16.3%, 9.1%, 10.5, 5.0%, 16.7*
- CC(=O)N1CCN=C1SCc1c(F)cccc1Cl
→ 31.0, 24.0%, ?, ?, -4.4, -1.5%, -2.4

Next section
Field names – A = HCMV inh; B = AMA1 RON2 block; C = AmpC inh no detg; D = AmpC inh detg; E = Shiga inhibitor; F = Giardia FBPA inh; G = Cycloheximide cs
canonical_smiles: O=C(C1=C[C@H](C2CC2)C[C@H](OCc2ccc(CO)cc2)O1)N1CCOCC1
  A: 9.9; B: 26.3%; C: 6.8%; D: 9.3%; E: -2.2; F: -2.9%; G: -3.2
canonical_smiles: O=C1CC(N2CCC(c3nc4ccccc4[nH]3)CC2)C(=O)N1Cc1ccccc1 (stereo unspecified)
  A: -15.5; B: -6.3%; C: .; D: 0.9%; E: 104.5; F: 5.8%; G: -0.5
canonical_smiles: COC1CCN(C(=O)c2ccc3oc(C(C)C)nc3c2)CC1
  A: -27.6; B: 2.1%; C: 0.4%; D: -0.8%; E: 19.6*; F: 9.6%; G: 22.8*
canonical_smiles: COc1cc(OC)c(OC)cc1/C=N/NC(=O)CC1C(=O)NN=C1C (stereo unspecified)
  A: 1.2; B: 2.1%; C: -1.9%; D: -12.4%; E: -7.7; F: 11.2%; G: -0.9
canonical_smiles: COc1ccc(C(=O)COC(=O)CCc2ccccc2)cc1
  A: -37.1; B: 0.9%; C: -15.3%; D: -7.7%; E: -2.0; F: -2.9%; G: 6.0
canonical_smiles: O=C(O)CC1S/C(=N/N=C/c2ccc(-c3ccc(Cl)cc3[N+](=O)[O-])o2)NC1=O (stereo unspecified)
  A: -19.9; B: 60.7%[activator]; C: -52.5%; D: 5.7%; E: -14.9; F: ?; G: -3.3
canonical_smiles: COc1ccc(-c2[nH]c(-c3ccc(F)cc3)nc2SCC(=O)NC2CCCC2)cc1
  A: -3.7; B: -13.1%; C: -2.5%; D: -12.8%; E: -5.2; F: -8.8%; G: -1.4
canonical_smiles: CC1=CC(C)(C)N(C(=O)CN2C(=O)CCC2=O)c2ccc(C)cc21
  A: -17.4; B: 1.5%; C: 157.9%[activator]; D: 3.6%; E: -9.6; F: -16.9%; G: 8.3
canonical_smiles: CN(CC(=O)Nc1ccc2c(c1)OCO2)S(=O)(=O)c1cccs1
  A: 52.9; B: -1.0%; C: -25.7%; D: -2.2%; E: 67.3*; F: -2.4%; G: 46.5*
canonical_smiles: O=C(C1CCCN(S(=O)(=O)c2ccccc2[N+](=O)[O-])C1)N1CCCC1 (stereo unspecified)
  A: -15.4; B: 8.1%; C: -1.7%; D: -14.8%; E: -9.6; F: 4.1%; G: -3.6
canonical_smiles: NC(=O)C1CCN(C(=O)Cn2cccc2C(=O)c2ccccc2)CC1
  A: -10.5; B: -4.3%; C: -14.0%; D: -11.3%; E: -8.5; F: 3.0%; G: -0.5
canonical_smiles: Cc1cc(C(=O)CSc2nnnn2-c2ccc(O)cc2)c(C)n1Cc1ccc2c(c1)OCO2
  A: -4.6; B: -22.0%; C: 2.24µM*; D: -7.9%; E: -7.0; F: -0.1%; G: 6.7
canonical_smiles: COc1cc(C(=O)Nc2nc(-c3ccc(C)cc3)cs2)ccc1OCC(=O)N1CCOCC1
  A: -30.3; B: -8.9%; C: 135.0%[activator]; D: ?; E: -5.1; F: -4.6%; G: 7.9

Reformatted: entries from further up.
Values in the order – HCMV inh | AMA1 RON2 block | AmpC inh no detg | AmpC inh detg | Shiga inhibitor | Giardia FBPA inh | Cycloheximide cs
COc1ccc(C(=O)COC(=O)CCc2ccccc2)cc1
  -37.1 | 0.9% | -15.3% | -7.7% | -2.0 | -2.9% | 6.0
O=C(O)CC1S/C(=N/N=C/c2ccc(-c3ccc(Cl)cc3[N+](=O)[O-])o2)NC1=O (stereo unspecified)
  -19.9 | 60.7%[activator] | -52.5% | 5.7% | -14.9 | ? | -3.3
COc1ccc(-c2[nH]c(-c3ccc(F)cc3)nc2SCC(=O)NC2CCCC2)cc1
  -3.7 | -13.1% | -2.5% | -12.8% | -5.2 | -8.8% | -1.4

Screens (PubChem BioAssay)
